High-throughput results from PubChem.
HIF act = HIF pathway transcriptional activators, primary screen, cell-based, U2OS HRE-luciferase, luminescence. U2OS HRE-luciferase reporter; normalized: DMSO 0%, desferrioxamine 100%. activation, % at 7.5 µM (by protocol). hit rate 0.32% among 300,000. AID 1910, 2009;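 active = mean activation of at least 10% of the iron chelator positive control signal, with at least half of replicates also reaching 10%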
RGS4 inh = RGS4 inhibitors, primary screen, cell-based, HEK293 M3R inducible RGS4, calcium flux | Regulator of G-protein signaling 4 (Homo sapiens), P49798 | Fluo-4 calcium flux; stronger effect = higher value; triggered by carbachol at its EC20 | B-score at 10 µM | hit rate 0.45% among 310,000;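 active = B-score, a plate-corrected calcium signal, over three deviations above library mean, with baseline fluorescence within five deviations of library mean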;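 also: RGS4 expression induced by doxycycline in cells with stable M3 receptor; B-score is computed from the integrated fluorescence ratio over baseline after carbachol; higher B-score means a larger calcium signal and so more RGS4 inhibition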
RGS4 act = RGS4 potentiators or activators, primary screen, cell-based, HEK293 M3R inducible RGS4, calcium flux; hit rate 0.92% among 310,000; carbachol calcium flux Fluo4; stronger effect = lower value; AID 463111, 2010; B-score at 10 µM;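 active = B-score of the integrated calcium signal more than 4 SD below the library mean, with starting fluorescence not abnormally high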;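 also: negative B-score means reduced calcium response which marks RGS4 activation or potentiation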
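Test system: HEK293 cells with stable M3R and inducible RGS4; also added: carbachol at ECmax as muscarinic agonist stimulus; schedule: dye loading 30 min 37 °C, buffer rest 30 min RT; technique: kinetic calcium fluorescence imaging with Fluo4-AM dye, 2 µM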
SKKanGAS inh = S. pyogenes SKKanGAS growth inhibitors in kanamycin, primary screen, streptokinase expression inhibitor project, SKKanGAS strain, BacTiter-Glo luminescence. hit rate 1.3% among 300,000. 6 h. inhibition, % at 7.5 µM;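 active = mean replicate score, as percent of positive control median, at least 50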;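 also: strain carries kanamycin resistance gene driven by streptokinase promoter and grows in 40 µg/ml kanamycin; loss of luminescence reflects streptokinase promoter inhibition or plain growth inhibition; 0% = median of DMSO wells and 100% = positive control at its reference dose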
TRPC6 act = mouse TRPC6 channel activators, primary screen, cell-based, HEK293, membrane potential dye. HEK293-TRPC6 membrane potential dye fluorescence; stronger effect = higher value. B-score at 10 µM. hit rate 0.13% among 310,000;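 active = B-score of the integrated fluorescence ratio above library mean plus 3 SD, and starting fluorescence ratio within library mean plus 5 SD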;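 also: higher score means more depolarization so channel activation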
TRPC6 inhibitor = mouse TRPC6 channel inhibitors, primary screen, cell-based, HEK293, membrane potential dye. Short transient receptor potential channel 6 (Mus musculus), Q61143. ACh-evoked depolarization; stronger effect = lower value. B-score at 10 µM. hit rate 1.1% among 310,000. AID 2553, 2010;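 active = B-score under library mean minus 3 SD, initial fluorescence not abnormally high, positive integrated signal ratio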;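 also: B-score derived from integrated fluorescence ratio over the kinetic read; more negative B-score means stronger inhibition of depolarization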
TRPC4 inh = inhibitors of mouse TRPC4 channel, primary screen, Fluo4 calcium, HEK293 TRPC4beta/mu-opioid cells. DAMGO-evoked Fluo4 calcium flux; stronger effect = lower value. AID 2247, 2010. hit rate 0.39% among 300,000. B-score at 10 µM;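 active = B-score over 3 SD under the library average, no early fluorescence shift, positive overall ratio signal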
Target sequence (Q9QUQ5 whole entry, looked up): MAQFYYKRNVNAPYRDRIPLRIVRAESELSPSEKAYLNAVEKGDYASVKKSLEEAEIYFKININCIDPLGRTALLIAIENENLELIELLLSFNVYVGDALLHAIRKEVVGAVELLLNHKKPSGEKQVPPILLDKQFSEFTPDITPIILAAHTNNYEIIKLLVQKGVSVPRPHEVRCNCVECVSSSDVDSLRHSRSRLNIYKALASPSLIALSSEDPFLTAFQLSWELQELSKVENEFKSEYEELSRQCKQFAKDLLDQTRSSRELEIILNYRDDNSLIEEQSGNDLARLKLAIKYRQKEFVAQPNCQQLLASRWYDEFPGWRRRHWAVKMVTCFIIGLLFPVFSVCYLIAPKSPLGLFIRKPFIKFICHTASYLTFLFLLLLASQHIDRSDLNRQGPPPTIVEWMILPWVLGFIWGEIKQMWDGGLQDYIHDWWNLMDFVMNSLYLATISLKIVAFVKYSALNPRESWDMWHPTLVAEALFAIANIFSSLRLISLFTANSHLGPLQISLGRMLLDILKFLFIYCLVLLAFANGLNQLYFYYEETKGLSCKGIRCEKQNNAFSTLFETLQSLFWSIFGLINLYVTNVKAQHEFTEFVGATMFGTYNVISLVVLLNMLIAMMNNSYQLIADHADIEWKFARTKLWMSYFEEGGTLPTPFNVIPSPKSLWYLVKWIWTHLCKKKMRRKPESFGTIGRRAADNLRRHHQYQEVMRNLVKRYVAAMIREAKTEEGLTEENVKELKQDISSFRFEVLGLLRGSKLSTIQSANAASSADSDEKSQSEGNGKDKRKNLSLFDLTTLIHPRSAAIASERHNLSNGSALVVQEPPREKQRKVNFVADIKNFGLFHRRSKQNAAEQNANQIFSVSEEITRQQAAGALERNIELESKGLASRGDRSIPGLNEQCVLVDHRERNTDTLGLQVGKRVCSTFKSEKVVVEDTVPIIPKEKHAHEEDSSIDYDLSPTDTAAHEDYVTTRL
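test system = HEK293 cells with stable TRPC4beta plus mu-opioid receptor expression | detection = Fluo4 Ca2+ flux fluorescence | read-out = integrated fluorescence ratio relative to baseline, converted to per-well B score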
Platelet DG rel = inhibitors of platelet dense granule secretion, primary screen, cell-based, MLPCN, human platelets. inhibition, %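 (compounds screened at 7.5 µM in platelet-rich plasma)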. AID 1663, 2009. hit rate 0.22% among 300,000. human platelet-rich plasma, SFLLRN dense granule ATP release, luminescence;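 active = mean replicate score, as percent of positive control, at or above 50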
MrgX1 antag = antagonists of human MrgX1 receptor, primary screen, HEK293 cells, Fluo-4 calcium flux; Mas-related G-protein coupled receptor member X1 (Homo sapiens), Q96LB2; hit rate 1.3% among 310,000; B-score at 10 µM; BAM8-22 antagonism; stronger effect = lower value;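 active = calcium-response B-score plate-corrected more than 3 library SD below zero, starting fluorescence within 5 deviations, no agonist response on first addition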;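 also: peak minus trough fluorescence over baseline after final BAM8-22 challenge near maximal dose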
MrgX1 allo act = positive allosteric modulators of MrgX1, primary screen, HEK293 cells, Fluo-4 calcium flux. FDSS; stronger effect = higher value. B-score at 10 µM. hit rate 0.63% among 310,000. AID 588675, 2011;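 active = plate-corrected calcium response at least 3 library SD above typical, normal starting fluorescence, not activating the receptor alone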;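 also: compound read alongside a low EC10 to EC30 dose of BAM8-22 agonist; peak minus trough fluorescence over baseline measured at the second addition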
MrgX1 ag = agonists of human MrgX1 receptor, primary screen, HEK293 cells, Fluo-4 calcium flux | Fluo-4 calcium fluorescence, agonist mode; stronger effect = higher value | B-score at 10 µM | hit rate 0.44% among 310,000;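 active = calcium response B-score plate-corrected fluorescence ratio at least 3 library SD, with starting fluorescence B-score inside 5 SD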
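System: HEK293 cells stably expressing human MrgX1 receptor; Dosing: test compound in the initial addition of three; Schedule: overnight plating, then 30 min 37 °C plus 30 min room-temperature dye loading; Detection: kinetic calcium dye fluorescence, Fluo-4 NW; Controls: per-plate positive and negative controls for Z′ factor.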
An asterisk follows results filed as active; i = inactive; nt = no result given.

SMILES	HIF act	RGS4 inh	RGS4 act	SKKanGAS inh	TRPC6 act	TRPC6 inhibitor	TRPC4 inh	Platelet DG rel	MrgX1 antag	MrgX1 allo act	MrgX1 ag
COc1ccccc1N1C(=O)CC1(C#N)c1ccc(OCc2ccccc2)cc1 (centres undefined)	0.0	i	i	0	i	i	i	-5	i	i	i
O=C(c1ccc(Br)cc1)N1CCCC1	-0.4	i	i	-9	i	i	i	-1	i	i	i
COc1ccc(CNC(=O)C(=O)c2cn(CC(=O)N3CCOCC3)c3ccccc23)cc1	0.0	i	i	-17	i	i	i	7	i	i	i
COc1cccc(-c2noc(Cn3nc(C)c([N+](=O)[O-])c3C)n2)c1	0.2	i	i	-6	i	i	i	-14	i	i	i
Cc1ccccc1OCC(=O)OC(C)CN1CCN(C)CC1 (centres undefined)	-0.2	i	i	0	i	i	i	3	i	i	i
O=C(O)CSc1ncnc2nc[nH]c12	-0.3	i	i	nt	i	i	i	-7	i	i	i
CCc1cc(C(=O)OC)c(NC(=O)CC2Sc3ccc(C(F)(F)F)cc3NC2=O)s1 (centres undefined)	-0.2	i	i	-3	i	i	i	12	i	i	i
COc1ccc(S(=O)(=O)Nc2ccccc2C(=O)N2CCOCC2)cc1Br	-0.3	i	i	-3	i	i	i	-8	i	i	i
O=C(C1CCCCC1)N1CCN(C(=O)C2CCCCC2)CC1	-0.5	i	i	-8	i	i	i	3	i	i	i
Fc1cc(F)cc(NC(=S)N2CCN(c3ncccn3)CC2)c1	-0.2	i	i	-8	i	i	i	4	i	i	i
O=C(NCCCc1ccc(F)cc1)C1CCC(=O)N(CCCN2CCCC2=O)C1 (centres undefined)	-1.1	i	i	-9	i	i	i	-4	i	i	i
Brc1ccc(-c2nc(N/N=C/c3cccnc3)c3ccccc3n2)cc1	2.3	i	i	35	i	i	i	72*	i	i	i

Overlap with the part before: 3 compounds; new compounds follow.
SMILES	HIF act	RGS4 inh	RGS4 act	SKKanGAS inh	TRPC6 act	TRPC6 inhibitor	TRPC4 inh	Platelet DG rel	MrgX1 antag	MrgX1 allo act	MrgX1 ag
Fc1cc(F)cc(NC(=S)N2CCN(c3ncccn3)CC2)c1	-0.2	i	i	-8	i	i	i	4	i	i	i
O=C(NCCCc1ccc(F)cc1)C1CCC(=O)N(CCCN2CCCC2=O)C1 (centres undefined)	-1.1	i	i	-9	i	i	i	-4	i	i	i
Brc1ccc(-c2nc(N/N=C/c3cccnc3)c3ccccc3n2)cc1	2.3	i	i	35	i	i	i	72*	i	i	i
Cn1cnc(Sc2ncnc3nc[nH]c23)c1[N+](=O)[O-]	1.3	i	i	-1	i	i	i	4	i	i	i
CC(=O)Nc1ccc(NC(=O)C2CC(=O)N(c3ccc(Cl)cc3)C2)cc1 (centres undefined)	0.1	i	i	2	i	i	i	-9	i	i	i
Cn1c2ccccc2c2cnn(CC(=O)Nc3ccccc3Br)c(=O)c21	0.2	i	i	-6	i	i	i	9	i	i	i
Cc1ccc(N=C(NOCc2ccc(Cl)cc2Cl)c2nonc2N)c(C)c1	-0.5	i	-7.6*	34	i	i	i	11	i	i	i
Cc1ccc2c(c1)N(CC(=O)NC1CCCC1)C(=O)CO2	-2.7	i	i	-3	i	i	i	-3	i	i	i
CC(C)C(OC(=O)c1cccc(S(=O)(=O)NCC(F)(F)F)c1)C(=O)NC(N)=O (centres undefined)	-0.6	i	i	-3	i	i	i	1	i	i	i
O=C(Nc1nnc(-c2ccccc2F)s1)Nc1ccccc1F	0.3	i	i	-5	i	i	i	3	i	i	i
CC1CCN(CC(=O)N2c3ccccc3CCc3ccccc32)CC1	-0.6	i	i	4	i	i	i	5	i	i	i
Cc1cccc(-n2ccc(=O)c(C(=O)Nc3ccc(S(=O)(=O)N4CCOCC4)cc3)n2)c1	2.4	i	i	-6	i	i	i	8	i	i	i
COc1cc(/C=N/NC(=O)CCn2c3ccccc3c3ccccc32)cc(OC)c1OC	-0.1	i	i	6	i	i	i	-1	i	i	i
S=c1nc(C23CC4CC(CC(C4)C2)C3)nc2sccn12	0.9	i	i	5	i	i	i	12	i	i	i
CSc1cccc(NC(=O)CSc2ccccc2)c1	2.7	i	i	9	i	i	i	15	i	i	i
O=C(O)c1ccc(N/N=C/C2=Cc3ccccc3OC2)cc1	2.6	i	i	8	i	i	i	31	i	i	i
O=S(=O)(Nc1ccccc1Cl)c1cccc2nsnc12	0.5	i	i	1	i	i	i	nt	i	i	i
CC(=O)Nc1cccc(OCC(=O)NS(=O)(=O)c2ccc(Cl)cc2)c1	nt	i	i	nt	i	i	i	nt	i	i	i
COc1ccccc1OCC(=O)N/N=C/c1cccc2cccnc12	4.9	i	i	-1	i	i	i	-6	i	i	i
CC1(C(=O)Nc2nnc(SCc3ccccc3)s2)Cc2ccccc2C(=O)O1 (centres undefined)	-0.2	i	i	10	i	i	i	5	i	i	i
COc1ccc(C(=O)NCC2(c3ccccc3)CCOCC2)cc1[N+](=O)[O-]	-0.2	i	i	8	i	i	i	0	i	i	i
Cc1cc(=O)oc2c3c(cc(OCC(=O)N[C@@H](Cc4ccccc4)C(=O)O)c12)OC(C)(C)CC3	-0.3	i	i	11	i	i	i	-2	i	i	i
CCCCN(C(=O)C1CCCC1)C1CCS(=O)(=O)C1 (centres undefined)	2.2	i	i	-2	i	i	i	-4	nt	nt	nt
COc1ccc(CN2CCN(CCCc3ccccc3)CC2)c(OC)c1	-0.2	i	i	-3	i	i	i	5	i	i	i
O=C1OC2(CCCCC2)OC(=O)C1=CNc1nccs1	0.2	i	i	-1	i	i	i	15	i	i	i
COc1ccc(-c2cc(C)no2)cc1S(=O)(=O)NCc1cccc(C)c1	1.2	i	i	5	i	i	i	-6	i	i	i
Cc1cc(C)c(S(=O)(=O)Nc2ccc(O)cc2)cc1C	-0.3	i	i	7	i	i	i	1	i	i	i
Cc1cc(/C=C2\SC(=O)N(C)C2=O)c(C)n1-c1ccc(O)cc1	0.1	i	i	88*	i	i	i	0	i	i	i
O=C(NC1(Cc2ccc(O)cc2)CCCCC1)c1ccccc1	0.4	i	i	-2	i	i	i	-3	i	i	i
COCCCNC(=S)N(Cc1cccnc1)Cc1ccc(OC)c(OC)c1	-0.2	i	i	-2	i	i	i	28	i	i	i
CSc1nsc(SCC(=O)Nc2c(C)n(C)n(-c3ccccc3)c2=O)n1	-0.7	i	i	-3	i	i	i	4	i	i	i
COc1ccc(CC(=O)N2CCN(C(=O)Cc3ccc(OC)cc3)CC2)cc1	365*	i	i	-1	i	i	i	-2	i	i	i
CCN(C(=O)COC(=O)c1cc(S(=O)(=O)N(C)C)ccc1Cl)C1CCS(=O)(=O)C1 (centres undefined)	-0.4	i	i	-5	i	i	i	4	i	i	i
CCOC(=O)c1ccc[n+](CC(=O)c2ccc(NC(=O)c3ccccc3)cc2)c1	1.3	i	i	3	i	i	i	-2	i	i	i
COc1ccc(COn2nnc3ccc(S(=O)(=O)N4CCOCC4)cc32)cc1F	1.4	i	i	6	i	i	i	17	i	i	i
O=C(/C=C/c1ccc(Br)cc1)c1ccc(NC(=O)c2ccco2)cc1	-0.3	i	i	-4	i	i	i	-1	i	i	i
COc1ccc(C)cc1N/C(N)=N/c1nc(C)cc(C)n1	0.0	i	i	-1	i	i	i	0	i	i	i
CO[C@H]1C=CO[C@@]2(C)Oc3c(C)c(O)c4c(O)c(c(C=NN5CCN(C6CCCC6)CC5)c(O)c4c3C2=O)NC(=O)C(C)=CC=C[C@H](C)[C@H](O)[C@@H](C)[C@@H](O)[C@@H](C)[C@H](OC(C)=O)[C@@H]1C	-0.1	i	i	105*	i	i	i	1	nt	nt	nt
CC1(C)OC(=O)C(=CNCC(O)c2ccccc2)C(=O)O1 (centres undefined)	0.4	i	i	-2	i	i	i	7	i	i	i
Cn1c(-c2ccccc2)c[n+]2c1-c1ccccc1C2	0.9	i	i	3	i	i	i	-2	i	i	i
CCC(C(=O)NCCN1CCOCC1)n1c2ccccc2c2nc(=O)cc(C)n21 (centres undefined)	-0.3	i	i	0	i	i	i	-1	i	i	i
COCCNC(=O)c1c(N)n(/N=C/c2ccc(F)cc2)c2nc3ccccc3nc12	-0.4	i	i	-5	i	i	i	-46	i	i	i
Clc1ccc(/C=N/N2CCN(Cc3ccccc3Cl)CC2)cc1	0.3	i	i	18	i	i	i	2	i	i	i
O=C(Nc1nnc(C2CC2)o1)c1ccc(S(=O)(=O)N2CCCCC2)cc1	0.5	i	i	8	i	i	i	5	i	i	i
COc1ccc(CNC(=O)c2cccc(N(C)C)c2)cc1	-0.8	i	i	4	i	i	i	-4	i	i	i
Cc1cc(C)n2nc(C(=O)OCC(=O)N(CC(C)C)CC(C)C)nc2n1	-0.8	i	i	-12	i	i	i	-1	i	i	i
COc1ccc(NC(=O)c2sc(NC(=O)C3CC3)nc2C)cc1	-1.3	i	i	1	i	i	i	0	i	i	i
CC(C)c1ccc(NC2CCCN(C(=O)CSc3nncn3C)C2)cc1 (centres undefined)	-0.4	i	i	-2	i	i	i	-6	i	i	i
COc1ccc(-c2cc(CCCC(=O)NCc3ccccn3)no2)cc1	-0.4	i	i	0	i	i	i	-5	i	i	i
CCOC(=O)C1CCCN(Cc2cc(=O)oc3cc(C)c(C)cc23)C1 (centres undefined)	1.3	i	i	7	i	i	i	0	i	i	i
COc1ccc(NC(=O)Nc2nc(C)cc(C)n2)c(OC)c1	-0.1	i	i	-2	i	-5.4*	i	4	i	i	i

Whole records as entered above. Values in the order: HIF act	RGS4 inh	RGS4 act	SKKanGAS inh	TRPC6 act	TRPC6 inhibitor	TRPC4 inh	Platelet DG rel	MrgX1 antag	MrgX1 allo act	MrgX1 ag
Cc1cc(C)n2nc(C(=O)OCC(=O)N(CC(C)C)CC(C)C)nc2n1 reads -0.8	i	i	-12	i	i	i	-1	i	i	i
Clc1ccc(/C=N/N2CCN(Cc3ccccc3Cl)CC2)cc1 reads 0.3	i	i	18	i	i	i	2	i	i	i
